# RPL19A-GFP yeast: yeast TOR pathway RPL19A-GFP modulation; S. cerevisiae RPL19A-GFP strain, flow cytometry, 3 h; active compounds read low; percent response vs DMSO, % at 10 µM; 330,000 compounds, 0.3% hits;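 active means percent response vs DMSO below 50%; inconclusive means fewer than 70 events counted for the yeast strain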;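 further: median channel GFP fluorescence of the barcoded RPL19A-GFP strain; ratio of sample median GFP to plate DMSO average so 100% = DMSO; lower means less RPL19A-GFP as with rapamycin TOR inhibition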
# CR mimetic SO: caloric restriction mimetics inhibiting age-related superoxide in yeast; S. cerevisiae aged cells, superoxide DHE fluorescence; active compounds read low; superoxide response (% of plate mean), % at 10 µM; 330,000 compounds, 0.18% hits;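 active means superoxide response under a set limit, about three screen SD below normal, cut at about 65% in these data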;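 further: yeast aged for seven days with compound at 30 °C before DHE staining; 100% = average MFI of all compound-treated wells on the plate with controls excluded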
# VLA-4 inh: inhibition in a human VLA-4 binding assay | inhibition, % (about 7 µM as worked out from the volumes in the protocol) | 330,000 compounds, 0.2% hits | VLA-4 expressing cells, ligand binding flow cytometry | P13612 | AID 2557; in the data active means inhibition above about 50%
# Target sequence (P13612 whole entry, looked up): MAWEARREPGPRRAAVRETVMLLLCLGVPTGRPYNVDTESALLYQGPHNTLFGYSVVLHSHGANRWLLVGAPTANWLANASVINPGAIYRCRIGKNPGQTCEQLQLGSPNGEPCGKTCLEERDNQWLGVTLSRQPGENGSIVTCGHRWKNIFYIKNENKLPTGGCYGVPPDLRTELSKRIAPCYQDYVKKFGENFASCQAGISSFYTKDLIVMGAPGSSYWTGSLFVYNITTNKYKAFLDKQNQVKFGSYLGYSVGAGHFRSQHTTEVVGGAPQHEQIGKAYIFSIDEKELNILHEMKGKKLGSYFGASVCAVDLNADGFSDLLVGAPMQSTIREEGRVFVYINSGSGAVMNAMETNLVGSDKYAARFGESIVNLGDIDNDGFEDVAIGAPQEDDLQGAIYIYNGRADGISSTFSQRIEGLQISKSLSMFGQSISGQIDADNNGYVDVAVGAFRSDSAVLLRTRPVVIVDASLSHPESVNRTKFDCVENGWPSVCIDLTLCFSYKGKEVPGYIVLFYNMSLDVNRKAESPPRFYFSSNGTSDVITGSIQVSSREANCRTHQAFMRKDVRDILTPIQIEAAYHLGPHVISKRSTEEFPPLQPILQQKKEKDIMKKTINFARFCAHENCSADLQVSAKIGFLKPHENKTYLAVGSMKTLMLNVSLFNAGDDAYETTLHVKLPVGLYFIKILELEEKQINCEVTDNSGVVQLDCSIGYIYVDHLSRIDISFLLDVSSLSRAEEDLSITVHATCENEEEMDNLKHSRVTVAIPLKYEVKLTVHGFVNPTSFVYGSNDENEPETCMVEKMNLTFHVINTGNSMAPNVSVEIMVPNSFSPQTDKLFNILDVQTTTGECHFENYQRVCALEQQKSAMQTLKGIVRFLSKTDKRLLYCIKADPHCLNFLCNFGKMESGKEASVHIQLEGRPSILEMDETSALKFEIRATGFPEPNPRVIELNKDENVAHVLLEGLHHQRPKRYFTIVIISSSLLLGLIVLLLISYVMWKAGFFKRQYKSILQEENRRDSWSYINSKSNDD
# CIT2-GFP yeast: yeast TOR pathway CIT2-GFP modulation | GFP response vs DMSO, % at 10 µM | S. cerevisiae CIT2-GFP strain, flow cytometry, 3 h; 100 means same as DMSO wells | 320,000 compounds, 0.065% hits;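 active means GFP response relative to DMSO above a set limit, near the screen mean plus 3 SD, cut at about 150% in these data; inconclusive means Fewer than 70 cells measured for a yeast strain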;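 further: ratio of well median GFP fluorescence to mean of DMSO wells on the plate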
# LAP4-GFP MLPCN: alters LAP4-GFP fluorescence in TOR pathway yeast screen; S. cerevisiae LAP4-GFP multiplex, flow cytometry GFP, 3 h; median GFP as percent of DMSO wells; GFP response vs DMSO, % at 10 µM; 320,000 compounds, 0.34% hits;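 active means GFP response vs DMSO above a set limit, about the screen mean plus 3 SD, cut at about 150% in these data; inconclusive means under 70 cell events counted for the yeast strain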
# MEP2-GFP yeast: modulators of TOR pathway MEP2-GFP in S. cerevisiae; S. cerevisiae MEP2-GFP strain, flow cytometry GFP, 3 h; 100% = DMSO control level; GFP response vs DMSO, % at 10 µM; 330,000 compounds, 0.51% hits;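 active means GFP response versus DMSO above a set limit, roughly screen mean plus 3 SD, cut at about 180% in these data; inconclusive means fewer than 70 cells counted for a yeast strain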;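 further: median GFP fluorescence of the barcode-gated MEP2-GFP cells per well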
# AGP1-GFP MLPCN: modulators of TOR pathway AGP1-GFP in S. cerevisiae; S. cerevisiae AGP1-GFP multiplex flow cytometry, 3 h; GFP as percent of DMSO wells; AID 2066; GFP response vs DMSO, % at 10 µM; 320,000 compounds, 0.02% hits;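 active means GFP response relative to DMSO above a set limit, near screen average plus 3 SD, cut at about 150% in these data; inconclusive means fewer than 70 cells counted for the yeast strain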;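 further: median GFP channel fluorescence of the gated AGP1 strain per well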
# GRK2 inh: blocks RNA aptamer binding to human GRK2. P25098. bead flow cytometry, FAM-aptamer displacement from GRK2. inhibition of aptamer binding, % at 10 µM. 330,000 compounds, 0.59% hits. AID 488847;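 active means inhibition of aptamer binding above 40%, roughly 3 SD of noise, on plates passing a quality check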;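 further: median bead fluorescence of bound FAM aptamer so fluorescent compounds give negative values; no value below 0 was filed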
# Numbers without * were called inactive; ? = inconclusive; / = not tested or not shown; [ ] = dose if it differs, or a comment.
SMILES,RPL19A-GFP yeast,CR mimetic SO,VLA-4 inh,CIT2-GFP yeast,LAP4-GFP MLPCN,MEP2-GFP yeast,AGP1-GFP MLPCN,GRK2 inh
NC(=O)c1c(NC(=O)Cn2cnc([N+](=O)[O-])n2)sc2c1CCCC2,98,122,8,90,109,98,101,0
COc1cc(/C=C/C(=O)Nc2ccc(OC)c(S(=O)(=O)N3CCOCC3)c2)ccc1OC(F)F,97,93,10,95,100,99,100,0
CCOC(=O)N1CCN(C(=O)Nc2sc3nc4n(c(=O)c3c2C)CCC(C)CC4)CC1 (stereo not drawn),99,99,11,96,99,103,104,0
COc1cnc(SCc2ccc(Cl)cc2)nc1Cl,102,118,-6,99,94,112,105,0
COCc1cc(=O)[nH]c(/N=C(\N)Nc2cccc(C)c2)n1,96,92,16,94,97,102,100,1
O=[N+]([O-])c1ccc(SCCO)nc1SCCO,94,102,4,95,110,105,101,2
CCC(=O)Nc1ccc(NC(=O)c2ccc3c(c2)OCO3)cc1,96,94,-5,97,94,98,97,0
COc1ccc(N(C(=O)c2ccco2)C(C(=O)NC2CCCCC2)c2ccccc2)cc1 (stereo not drawn),100,122,20,117,105,109,102,0
CC1=NN(c2ccc(S(=O)(=O)O)cc2C)C(=O)C1,99,90,7,97,91,97,101,1
Cc1cc(-c2n[nH]c(=S)n2/N=C/c2cccc(O)c2)n[nH]1,94,65*,0,99,98,96,105,1
CCS(=O)(=O)N1CCCC(C(=O)NCc2ccc(C)cc2)C1 (stereo not drawn),100,104,-4,100,116,97,97,3
Cc1nc2ccccc2c2c1C(=O)N(C)C2=O,98,149,20,96,97,106,105,2
O=c1c(-c2ccc(Cl)cc2)coc2c(CN3CCCCC3)c(O)ccc12,108,101,8,106,92,103,99,0
N/C(=N\OC(=O)CC1CCCCC1)c1ccncc1,104,84,7,106,88,103,95,0
COc1cc(/C=N/NC(=O)c2cccnc2)ccc1OCC(=O)N1CCOCC1,95,108,15,89,104,96,113,3
CN(Cc1ccccc1)c1ccc(C(CC(N)=O)NC(=O)Cc2cccc3ccccc23)cc1[N+](=O)[O-] (stereo not drawn),104,99,-7,109,133,99,96,1
Cc1cc2oc(C(=O)NC3CCS(=O)(=O)C3)cc(=O)c2cc1C (stereo not drawn),104,99,-9,118,98,107,101,2
Cc1onc(-c2c(F)cccc2Cl)c1C(=O)OCn1nnc2ccccc2c1=O,106,98,7,96,105,99,101,0
CCOC(=O)c1c(C)[nH]c(C(=O)N2CCCC(C(=O)c3ccccc3OC)C2)c1C (stereo not drawn),97,95,-4,99,94,98,105,2
COc1ccc(OC)c(CN2CCN(c3ccccc3OC)CC2)c1,101,105,0,102,100,109,103,0

# A draw from above in order of number of heavy atoms, rising.
SMILES,RPL19A-GFP yeast,CR mimetic SO,VLA-4 inh,CIT2-GFP yeast,LAP4-GFP MLPCN,MEP2-GFP yeast,AGP1-GFP MLPCN,GRK2 inh
Cc1nc2ccccc2c2c1C(=O)N(C)C2=O,98,149,20,96,97,106,105,2
Cc1cc(-c2n[nH]c(=S)n2/N=C/c2cccc(O)c2)n[nH]1,94,65*,0,99,98,96,105,1
CCS(=O)(=O)N1CCCC(C(=O)NCc2ccc(C)cc2)C1 (stereo not drawn),100,104,-4,100,116,97,97,3
Cc1cc2oc(C(=O)NC3CCS(=O)(=O)C3)cc(=O)c2cc1C (stereo not drawn),104,99,-9,118,98,107,101,2
COc1cc(/C=C/C(=O)Nc2ccc(OC)c(S(=O)(=O)N3CCOCC3)c2)ccc1OC(F)F,97,93,10,95,100,99,100,0

# (more compounds)
SMILES,RPL19A-GFP yeast,CR mimetic SO,VLA-4 inh,CIT2-GFP yeast,LAP4-GFP MLPCN,MEP2-GFP yeast,AGP1-GFP MLPCN,GRK2 inh
COc1ccc2cc(-c3cc(C(=O)O)c4ccccc4n3)ccc2c1,94,134,11,/,135,308*,105,0
CCCCn1c(N)c(N(CC(C)C)C(=O)COC(=O)c2ccccc2NCCO)c(=O)[nH]c1=O,103,115,7,99,125,106,118,1
O=C(Nc1ccc2ccccc2c1)/C(=C\c1ccc2c(c1)OCO2)NC(=O)c1ccco1,97,106,-1,95,98,108,96,0
O=C(COc1ccc(Cl)cc1Br)N1CCN(c2ccccc2)CC1,101,95,5,100,109,101,97,1
O=S(=O)(c1cc(Cl)ccc1Cl)n1cccn1,105,133,3,105,96,104,103,0
Cc1[nH]c(=S)[nH]c(=O)c1CCCO,92,88,0,96,99,100,101,4
COc1ccc(N(CC(=O)NCc2ccccc2)S(=O)(=O)c2c(C)nn(C)c2C)cc1,98,113,-16,97,94,98,97,3
CC(C)C(=O)NN(C(=O)C(C)C)c1nc2ccccc2s1,106,77,6,105,112,100,110,1
C=CCn1cccc(C(=O)Nc2ccc(C)c(Cl)c2)c1=O,100,100,3,93,93,99,97,0
COC(=O)Nc1ccc(S(=O)(=O)N(C)C)cc1,94,84,6,102,97,102,104,1
CCOc1ccc(NC(=O)C2CC(=O)NC(N3CCc4ccccc43)=N2)cc1 (stereo not drawn),99,87,-1,106,90,100,100,1
Cc1cccc2sc(NC(=O)Cn3cccc3)nc12,103,103,37,85,126,103,100,0
Cc1cc2ccccn2c1C(=O)c1cc([N+](=O)[O-])cc([N+](=O)[O-])c1,89,100,-8,86,111,86,89,0
O=C(CCNS(=O)(=O)c1ccccc1)OCC(=O)c1ccc(Br)cc1,89,94,14,82,94,94,95,0
O=C(c1ccccc1)N1N=C(C(F)(F)F)CC1(O)c1ccccc1O (stereo not drawn),99,96,5,96,98,102,92,0
CCOC(=O)Cn1c(=O)n(Cc2ccco2)c(=O)c2ccc(C(=O)NCCc3ccccc3)cc21,103,98,3,98,101,100,105,2
Cc1ccc(CSCCNC(=O)c2ccc(N(C)S(=O)(=O)c3ccccc3)cc2)cc1,98,94,-15,100,93,97,97,2
Cc1cccc(N=N/C(=C\O)C(=O)c2cccs2)c1,96,86,-8,80,109,86,84,5
COc1ccc(C2=NNC(=O)CC2)cc1,105,97,0,99,90,99,97,7
CCc1ccc(NC(=O)[C@H](C)NC(=O)C2CCN(C(=O)[C@@H](N)C(C)C)CC2)cc1,105,96,-3,101,103,98,102,1
COCCN(Cc1ccccc1)C(=O)Cc1ccc(OC)c(S(=O)(=O)N2CCOCC2)c1,96,102,-2,107,95,94,100,0
CS(=O)(=O)N(CC(=O)N/N=C/c1ccc(OCC(=O)N2CCOCC2)cc1)c1ccccc1Cl,104,108,-2,101,94,105,107,0
CCCCCO,97,118,14,86,114,98,109,0
CCOCc1c(C(=O)N2CCN(Cc3ccc(Br)s3)CC2)oc2ccccc12,96,118,9,94,102,93,94,2
CCC1CCCCN1C(=S)Nc1ccc(C(C)=O)cc1 (stereo not drawn),101,95,0,99,90,103,93,2
CC(C)(C)OC(=O)N1CCC[C@H]1C(=O)O,108,107,15,81,111,100,93,0
CC(=O)Oc1ccc(-n2c(=O)c3ccccc3c3ccccc3c2=O)cc1,99,100,14,97,105,100,102,0
Cn1nnnc1SCc1csc(C2C(C#N)=C(N)OC3=C2C(=O)CCC3)c1 (stereo not drawn),100,111,-3,99,100,98,102,0
CN(C)S(=O)(=O)c1cccc(NC(=O)COC(=O)c2cccc(S(=O)(=O)N3CCc4ccccc4C3)c2)c1,99,90,2,100,96,103,97,2
Nc1nonc1-n1nnc(C(=O)N/N=C/c2ccccc2Br)c1CN1CCCC1,102,90,6,109,100,101,105,4
N#Cc1ccc(NC(=S)NC(=O)CCc2ccc(S(=O)(=O)N3CCOCC3)cc2)cc1,98,98,9,89,111,107,99,3
CC(C)[C@H](NC(=O)c1ccccc1F)C(=O)NC1CCCCCCC1,92,114,2,87,87,88,91,0
COc1cc(/C=N\n2cnnc2)ccc1OCC(=O)Nc1ccc(C)cc1,100,101,10,99,94,104,99,0
CC1(C)SC(=S)N(/N=C/c2ccccc2)C1N(O)C(=O)Nc1ccc([N+](=O)[O-])cc1 (stereo not drawn),103,97,10,97,98,96,101,1
C=CCn1c(-c2cccc3ccccc23)n[nH]c1=S,101,89,0,100,93,98,104,0
CCC(C)(C)NC(=O)Cn1c(-c2ccc(C)cc2)noc1=O,96,97,5,99,112,99,102,0
CCOc1cc2[nH]c(=O)n(CCC(=O)NCc3ccc(OC)cc3)c(=O)c2cc1OCC,68[may fluoresce violet],109,-5,?,93[may fluoresce violet],223*[may fluoresce violet],20[may fluoresce violet],0
CCOC(=O)N1CCC(NC(=O)CN(C)S(=O)(=O)c2cc3c(cc2Cl)NC(=O)CO3)CC1,101,91,-11,94,94,102,100,2
Cc1nc2ccccc2n1CCN1CCOCC1,88,98,3,/,87,100,89,0
COc1ccc(Cn2c(C)nnc2-c2cnn(C)c2N)cc1,99,96,9,120,102,99,110,0
O=C(C1CSC2(c3ccc(F)cc3)CCC(=O)N12)N1CCCCCC1 (stereo not drawn),96,99,4,97,98,94,100,1
Cc1ccc(-n2cc(CN3CCC(CO)(Cc4cccc(C(F)(F)F)c4)CC3)cn2)cc1,106,127,0,102,86,99,94,0
COc1cccc(C(=O)Nc2cc3c(cc2Br)OCCCO3)c1,101,97,22,91,108,97,92,4
Cc1cc(CN2CCCCC2C(=O)Nc2ccc(Oc3cccnc3)cc2)oc1C (stereo not drawn),103,115,17,93,88,93,96,0
Cc1cccc(CNC(=O)Cn2ccc3cc(S(=O)(=O)N4CCCC4)ccc32)c1,102,106,0,103,100,100,102,1

# Three compounds from above, showing only MEP2-GFP yeast.
canonical_smiles	MEP2-GFP yeast
O=C(COc1ccc(Cl)cc1Br)N1CCN(c2ccccc2)CC1	101
O=S(=O)(c1cc(Cl)ccc1Cl)n1cccn1	104
Cc1[nH]c(=S)[nH]c(=O)c1CCCO	100

# Two records picked at random from the list so far, as already listed:
SMILES,RPL19A-GFP yeast,CR mimetic SO,VLA-4 inh,CIT2-GFP yeast,LAP4-GFP MLPCN,MEP2-GFP yeast,AGP1-GFP MLPCN,GRK2 inh
Cc1ccc(-n2cc(CN3CCC(CO)(Cc4cccc(C(F)(F)F)c4)CC3)cn2)cc1,106,127,0,102,86,99,94,0
O=C(C1CSC2(c3ccc(F)cc3)CCC(=O)N12)N1CCCCCC1 (stereo not drawn),96,99,4,97,98,94,100,1

# Screening results from PubChem BioAssay.
